Compound activity from PubChem.
14-3-3g Raf – 14-3-3 gamma protein interaction modulation | FP, 14-3-3gamma / TMR-pS259-Raf peptide binding | inhibition, % at 40 µM | hit rate 0.19% among 160,000 | AID 422; in the data active = inhibition above about 30%;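 also: 0% = protein plus tracer without compound and 100% = blank with tracer alone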
Target sequence (P61981 whole entry, looked up): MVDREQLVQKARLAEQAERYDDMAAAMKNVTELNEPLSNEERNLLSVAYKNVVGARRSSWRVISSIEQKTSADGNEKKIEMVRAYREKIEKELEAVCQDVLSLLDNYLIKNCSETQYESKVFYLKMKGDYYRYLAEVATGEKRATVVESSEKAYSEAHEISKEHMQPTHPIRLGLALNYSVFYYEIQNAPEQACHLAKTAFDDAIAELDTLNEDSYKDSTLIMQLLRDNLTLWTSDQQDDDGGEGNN
Active calls of the source: *; & = joins results of further samples.

Molecule	14-3-3g Raf
O=C(c1cnn2cccnc12)N1CCN(c2ccccc2)CC1	-0.7
Cc1nnc(NC(=O)c2cccc(S(=O)(=O)N3CCCCCC3)c2)s1	-7.0
CCC1CCCCN1C(=O)Cc1ccc(Cl)cc1 (stereo not given)	-5.5
CC1(C)Cc2c(C#N)c(OCC(=O)c3ccc(Cl)cc3)nc(-c3ccoc3)c2CO1	0.5
COc1ccc(Cc2nnc(SCC(=O)N3CCN(c4ccccc4)CC3)o2)cc1	1.2
CCO/C([O-])=N/c1c[n+](N2CCOCC2)no1	-7.1&0.7
Cc1ccc(-n2c(=O)cc(N3CC(C)CC(C)C3)[nH]c2=O)cc1 (stereo not given)	4.5
COCCn1c(SCc2nc3ccccc3s2)nc2ccccc21	-8.9
O=C(CCn1c(=O)[nH]c2ccccc2c1=O)NCc1ccc(F)cc1	-3.6
O=C(CCS(=O)(=O)c1ccc(Br)cc1)N1CCN(c2ccc(F)cc2)CC1	-6.8
C=CCN1C(=O)c2ccccc2Sc2ccc(C(=O)NCCc3ccccc3)cc21	-18.6
Cc1ccc(C)c(N(C)C(=O)c2cc3cc4ccc(C)cc4nc3s2)c1	-3.4
CCOC(=O)C1CCCN(C(=O)Cn2cnc3sc(C)c(S(=O)(=O)N4CC(C)CC(C)C4)c3c2=O)C1 (stereo not given)	-38.8
Cc1cc(OCC(=O)Nc2ccc(CC#N)cc2)cc(C)c1Cl	-0.3
CC1CN(Cc2nc3c(c(=O)[nH]c(=O)n3C)n2CC(N)=O)CC(C)O1 (stereo not given)	-2.3
CC(C)=CCCC1(C)OC(=O)N(CCCCCC(=O)O)C1(C)O (stereo not given)	-3.4
Cc1sc2c3c(ccc2[n+]1CCO)CCCC3	-190.3
CNc1ccc(S(=O)(=O)c2ccc(NC)cc2)cc1	0.9
Cc1nn(-c2ccccc2)c(Cl)c1C(=O)N1CCN(c2ncnc3c2cnn3-c2ccccc2)CC1	-0.4
Cc1cccc(NC(=O)CCn2nc(-c3ccccc3)c3ccccc3c2=O)c1	-3.7

Arranged by count of non-hydrogen atoms (low to high): some entries from above.
Molecule	14-3-3g Raf
Cc1nnc(NC(=O)c2cccc(S(=O)(=O)N3CCCCCC3)c2)s1	-7.0
Cc1ccc(C)c(N(C)C(=O)c2cc3cc4ccc(C)cc4nc3s2)c1	-3.4
Cc1nn(-c2ccccc2)c(Cl)c1C(=O)N1CCN(c2ncnc3c2cnn3-c2ccccc2)CC1	-0.4

Next compounds follow.
Molecule	14-3-3g Raf
O=C1CN(C(=O)COC(=O)COc2ccc3c(c2)CCC3)c2ccccc2N1	-5.5
Cc1cnc(C(=O)N2CCN(S(=O)(=O)c3ccc4ccccc4c3)CC2)cn1	-9.1
CC(=O)C1=C(O)C(=O)N(c2nc3ccccc3s2)C1c1ccc(F)cc1 (stereo not given)	-30.5
Cc1cc(NC(=O)c2cc3ncc(Br)cn3n2)no1	5.6
COc1ccc(-c2cc(C(F)(F)F)n3ncc(C(=O)NCC4CCCO4)c3n2)cc1 (stereo not given)	4.4&0.5
COc1ccc(OC)c(CNC(=O)Cn2nc(-c3ccccc3)ccc2=O)c1	-12.6
Cc1ccc(NC(=O)c2ccc(F)cc2)cc1Br	9.3
CCCC(c1nnnn1Cc1cccs1)N1CCN(c2ccc(OC)cc2)CC1 (stereo not given)	-8.0
COc1cc2cc(CN(Cc3nnnn3Cc3ccccc3)CC3CCCO3)c(=O)[nH]c2cc1OC (stereo not given)	-0.5
CSc1ccc(-c2nc3cnccn3c2Nc2ccc(C)cc2)cc1	-2.6
CCOC(=O)c1ccc(N=C2SC(C(=O)Nc3ccccc3)CC(=O)N2Cc2ccc3c(c2)OCO3)cc1 (stereo not given)	5.5
COc1cc(Br)cc(/C=N/c2ncn[nH]2)c1O	6.7
Nc1nc2n(c1C(=O)c1ccccc1)CCC2	-3.6
CC(=O)NC1(NC(C)=O)CC(C)N(C)CC1C (stereo not given)	1.1
Cc1c(C(=O)N(C)C)sc2[nH]c(=S)n(CCc3ccc(Cl)cc3)c(=O)c12	-6.2
Cc1ccc(C(=O)N2CCN(c3ccc([N+](=O)[O-])c(N4CCCCC4)c3)CC2)cc1	1.0
CCC(C)NC(=O)c1ccc(Sc2ccc(Br)cc2)c([N+](=O)[O-])c1 (stereo not given)	-3.6
Clc1cccc(N=Cc2ccc(OCc3ccccc3)cc2)c1	-9.8
O=c1[nH]c(-c2ccc(-c3ccccc3[N+](=O)[O-])o2)nc2sc3c(c12)CCCC3	-32.6
CC(C)CCNC(=O)c1cc(Sc2ccc(F)cc2)nc2ccccc12	8.7
CCCCOC(=O)Nc1cc(OC)c(Cl)cc1OC	-1.6
O=C(Nc1ccc(C(=O)N2CCOCC2)cc1)Nc1cccc(Cl)c1	-1.8
Cc1cccc(NCC(O)Cn2c3ccccc3c3ccccc32)c1 (stereo not given)	-3.4
CCN(CC)CCCN1C(=O)C(=O)/C(=C(/O)c2ccc3c(c2)OCO3)C1c1ccccn1 (stereo not given)	6.0
O=C(Cn1nc(-c2ccccc2F)ccc1=O)NCc1ccc2c(c1)OCO2	-8.8
COc1ccc(COC(=O)C2=C(C)NC(=O)NC2c2cc(Br)c(O)c(OC)c2)cc1 (stereo not given)	-9.9
COc1ccc(CNC(=O)c2ccc3c(c2)N(C)C(=O)CS3=O)cc1 (stereo not given)	-0.6
O=C(CC(=O)NCc1cccnc1)NCc1cccnc1	-4.3
COc1ccc(CNc2ccc3c(c2)ncn3C)c(OC)c1	-2.0
COc1ccc(N/C(N)=N/c2nc(C)cc(C)n2)c(OC)c1	-0.9
COc1ccc(C(=O)N2CCN=C2SCc2ccccc2)cc1	-3.2
O=C1CCCC2=C1C(C#Cc1ccccc1)C1=C(CCCC1=O)O2	-4.0
CC1(C)Cc2c(sc(NC(=O)C3CCCCC3)c2C#N)CO1	-14.8
CCCCNC(=O)C1CCCN(S(=O)(=O)c2cccc3nsnc23)C1 (stereo not given)	1.6
COc1cccc(-c2cc(C(=O)N3N=C(C)CC3(O)C(F)(F)F)c3ccccc3n2)c1 (stereo not given)	-4.5
Cc1ccc(C)c(N2CCN(C(=O)c3ccc(SCc4cccnc4)c([N+](=O)[O-])c3)CC2)c1	-3.9
O=c1oc2ccccc2c2c1ncn2CCN1CCCC1	-3.3
CC(C)c1ccc(S(=O)(=O)N2CCN(CC(=O)Nc3cccc(F)c3)CC2)cc1	-1.8
COc1ccccc1NC(=O)c1cc(S(=O)(=O)N2CCCCCC2)ccc1F	0.5
Cc1ccc(S(=O)(=O)Nc2ccc3nc(N)sc3c2)cc1	-14.4
Nc1nonc1-c1noc(N2CCOCC2)n1	-5.9
CCC(=O)Oc1ccc2c(=O)c(Oc3cc(C)cc(C)c3)coc2c1	-0.1
COc1ccc(NC(=O)CSc2nnc3c4ccccc4n(C)c3n2)cc1	-17.0
Cc1ccc(N(CN2CCCC2=O)C(=O)c2ccc(C)c(C)c2)cc1	0.1
O=C(CSc1nnc(-c2ccco2)n1Cc1ccco1)NCc1cccs1	-5.0
CCOC(=O)CSC1=C(C#N)C(c2ccccc2Cl)C(C(=O)OC)C(=O)N1 (stereo not given)	1.2
COc1ccc(N(C(=O)COc2ccccc2C)S(=O)(=O)c2ccc(C)cc2)cc1	-13.3
COC(=O)c1ccc(NC(=O)c2ccco2)cc1	-6.1
NS(=O)(=O)c1ccc(S(=O)(=O)Nc2ccccc2F)cc1	2.4
CCO/C(C)=N/n1c2nc3ccccc3nc2c2c(=O)n(CC(C)C)c(C)nc21	-11.5
CCOc1ccc(C(=O)Nc2c3c(nn2-c2ccc(F)cc2)CSC3)cc1	-2.1
CSC1=C(C#N)C(C)CC(=O)N1 (stereo not given)	-10.8
COc1cc2[nH]c(=O)n(Cc3ccc(C(=O)NCCc4ccccc4)cc3)c(=O)c2cc1OC	4.0
COc1ccccc1N1CCN(C(=O)c2ccc(N3CC4CC(C3)c3cccc(=O)n3C4)c(NC(=O)c3ccc(F)cc3)c2)CC1 (stereo not given)	-6.5
COc1cc(C2C(C(C)=O)=C(O)C(=O)N2c2ccc(Br)cn2)ccc1O (stereo not given)	-2.0
CCC(C)Sc1nc2c(cnn2-c2ccc(C)cc2)c(=O)[nH]1 (stereo not given)	0.5
Cc1cc(N2CCCC2=O)cc(C)c1S(=O)(=O)NCCOc1ccccc1	-9.8
COc1ccc(NC(=O)c2cc(-c3ccc(OC)c(OC)c3)on2)cc1OC	-4.3
CCSc1nnc(NC(=O)CCn2c(=O)oc3ccccc32)s1	-3.2
Cc1ccc(NC(=O)CSc2nnc(-c3ccccc3Br)o2)cc1C	-10.3

Pulled by structure from above:
Molecule	14-3-3g Raf
Cc1cc(N2CCCC2=O)cc(C)c1S(=O)(=O)NCCOc1ccccc1	-9.8
COc1cc2[nH]c(=O)n(Cc3ccc(C(=O)NCCc4ccccc4)cc3)c(=O)c2cc1OC	4.0
CCO/C(C)=N/n1c2nc3ccccc3nc2c2c(=O)n(CC(C)C)c(C)nc21	-11.5
CCOC(=O)CSC1=C(C#N)C(c2ccccc2Cl)C(C(=O)OC)C(=O)N1 (stereo not given)	1.2
COc1ccc(N(C(=O)COc2ccccc2C)S(=O)(=O)c2ccc(C)cc2)cc1	-13.3

(further entries)
Molecule	14-3-3g Raf
COC(=O)c1ccc(-n2nnnc2SCC(=O)Nc2ccc(F)cc2)cc1	5.1
O=C(CSc1nnc(CNC(=O)c2cccs2)o1)NC1CCCC1	-6.0
COC(=O)c1c(NC(=O)c2cc(C)oc2C)sc2c1-c1ccccc1CC2	-8.7
O=C(O)C1CSC(c2ccccc2C(F)(F)F)N1 (stereo not given)	-3.1
COc1cc(OC)cc(-n2nc(C(=O)N3CCCc4ccccc43)c3ccccc3c2=O)c1	-12.1
CCOC(=O)CCc1c(C)nc2ncnn2c1C	-0.5
C(=Cc1ccccc1)CN1CCN(C2c3ccccc3-c3ccccc32)CC1	-4.0
COc1ccccc1N1CCN(C(=O)C(Cc2ccccc2)NC(=O)C2CCCCC2)CC1 (stereo not given)	4.5&-0.7
CC(C)CC(c1nnnn1Cc1ccco1)N1CCN(c2cccc(Cl)c2)CC1 (stereo not given)	0.5
O=C(Nc1ccccc1C(=O)O)c1cccc(N2C(=O)c3ccc(Oc4cccc([N+](=O)[O-])c4)cc3C2=O)c1	-11.2
Cc1cc(NC(=O)c2ccc(N(C)S(=O)(=O)c3ccccc3)cc2)no1	-5.6
CC(C)=C1C2C=CC1C(C(=O)Nc1cc(C)ccc1C)C2C(=O)O (stereo not given)	-2.7
CN(C(=O)c1c[nH]c2ccc(S(=O)(=O)N(C)c3ccc(Br)cc3)cc2c1=O)C1CCCCC1	-3.8
CCOC(=O)N1CCC(NC(=O)CCCN2C(=O)CSc3ncccc32)CC1	-9.7
CCOC(=O)c1c(NC(=O)CSc2nnc3c(C)cc4ccccc4n23)sc2c1CCCC2	-2.5
O=C(Nc1ccc(Br)cc1)C1CCN(S(=O)(=O)c2cccs2)CC1	-3.7
O=C(Nc1cccc(C(F)(F)F)c1)c1ccc2snnc2c1	10.9
COC(=O)[C@H](CCSC)NC(=O)Nc1ccc(C)cc1C	-2.3
Cc1cc(C)cc(NC(=O)CSc2nnc(-c3ccccc3C)o2)c1	-1.5
CCC(C)NC(=O)c1ccc2c(c1)ncn2-c1ccc(OC)cc1 (stereo not given)	-42.4
CCC(C(=O)N1CC(=O)Nc2ccc(C)cc2C1c1ccccc1)c1ccccc1 (stereo not given)	3.2
C=CCCCOc1ccc(C(=O)O)cc1	3.3
Cc1cccc(-c2noc(C3CCCCC3)n2)c1	0.3
Cn1c(=O)n(CCN2CCOCC2)c(=O)c2c1nc1n2CCN1c1ccc(Oc2ccccc2)cc1	-6.3
Cc1ccc(CN2C(=O)c3ccccc3C2C(=O)NCCCN2CC(C)CC(C)C2)cc1 (stereo not given)	-2.2
CCCNC(=O)c1ccc(CNC(=O)c2cccc(Br)c2)cc1	-0.1
CCCSc1cc(NCCO)c([N+](=O)[O-])c2nonc12	-9.0
O=C1CCCC2=C1C1(CCCCC1)N=C(Nc1nc3ccccc3o1)N2	4.3
CCCCNC(=O)c1c[nH]c2ccc(S(=O)(=O)N(C)Cc3ccccc3)cc2c1=O	-5.5
CCn1c(-c2nonc2NC(=O)c2ccc(C(C)(C)C)cc2)nc2ccccc21	-8.9
CSc1ccc(NC(=O)c2sc3nc(-c4ccc(F)cc4)ccc3c2N)cc1	2.8
CCOC(=O)c1[nH]c(C)c(C(=O)OCc2c(C)noc2C)c1C	0.2
Cc1ccc(S(=O)(=O)N(CC(=O)N2CCCCC2)c2ccccc2C)cc1	3.7
Cc1ccc(C(=O)NCCc2ccc(S(N)(=O)=O)cc2)cc1	-0.9
O=C(CSc1nnc(Cn2nnc(-c3ccccc3)n2)n1-c1ccccc1)Nc1ccccc1	-1.4
O=C(COc1ccccc1)Nc1ccccc1N1CCCCC1	0.6
CN1C(=O)c2ccccc2C(C(=O)NCCCN2CCCC2)C1c1cn(C)c2ccccc12 (stereo not given)	-17.1
CCN(CC)C(=O)CSc1nc(C)cc(=O)[nH]1	-6.5
C=CCN(c1ccccc1)S(=O)(=O)c1ccc(F)c(C(=O)Nc2ccc(C(F)(F)F)cc2)c1	-7.3
CCOC(=O)N1CCN(C(=O)COc2ccc(S(=O)(=O)Nc3ccc(OCC)cc3)cc2)CC1	-8.7
CNC(=O)c1ccc(-c2sc3nc(N4CCOCC4)c4c(c3c2N)CCCC4)o1	1.2
CCc1ccc(NC(=O)C2CCCN(S(=O)(=O)c3cccc4nonc34)C2)cc1 (stereo not given)	-45.2
Cc1nnc(NC(=O)CSC2CCCCC2)s1	2.7
CC1(C)Cc2nc3sc4c(N5CCOCC5)ncnc4c3cc2CO1	-3.5
CC(=O)N1c2c(cc(Br)cc2S(=O)(=O)CCC(=O)Nc2ccc(Br)cc2)CC1C (stereo not given)	2.9
O=C1OC(c2ccc([N+](=O)[O-])cc2)Sc2ccccc21 (stereo not given)	-5.1

This is a subset; rates above refer to the full screens.
